M. tuberculosis HTS: M. tuberculosis growth inhibition, HTS (AID 449762). one-dose inhibition, % at 25 µM; IC50 in µM for titrated hits. actives 0.59% (n = 330,000). M. tuberculosis H37Rv growth inhibition, 7H9 media; higher % means a stronger effect; in the data active = a potency from the dose series; inconclusive = inhibition above about 70% without an active follow-up result;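 also: bacterial growth assessed after seven days of incubation; strong numbers were not always called active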
tuberculosis growth: growth inhibition of non-replicating M. tuberculosis (AID 488890); inhibition, % at 25 µM, or IC50 in µM where a hit was titrated; actives 0.39% (n = 320,000); Mycobacterium tuberculosis non-replicating, growth inhibition; higher % means a stronger effect; in the data active = a potency from the dose series; inconclusive = inhibition mostly from about 82% at the one dose, without a potency; inactive = the rest, 99 in 100 with inhibition below about 76%;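 also: plate controls were DMSO cells for no effect and high antibiotic wells for full effect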
Salmonella PhoP GFP: PhoP regulon inhibitors, Salmonella typhi PhoP promoter GFP reporter, confirmatory (AID 1850). inhibition, % at 50 µM; hits with a dose series show IC50 in µM. Salmonella Typhi PhoP-promoter GFP reporter, fluorescence, 4 h; higher % means a stronger effect. actives 0.33% (n = 310,000); in the data active = a potency from the dose series; inconclusive = inhibition mostly from about 25% at the one dose, without a potency; inactive = the rest, 99 in 100 with inhibition below about 19%;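 also: 0% = induced wells with vehicle and 100% = uninduced wells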
H1N1 NS1A inhibition: H1N1 influenza NS1A inhibitors, functional cell based assay (AID 504329). NS1A functional cell-based assay, percent inhibition; higher % means a stronger effect. one-dose inhibition, % at 12.5 µM; IC50 in µM for titrated hits. actives 0.3% (n = 340,000); in the data active = a potency from the dose series; inconclusive = inhibition above about 27% without an active follow-up result; also: strong numbers were not always called active
VEEV TC-83 Vero: inhibitors of VEEV TC-83 cytopathic effect, confirmation, Vero cells (AID 588727) | inhibition, % at 20 µM, or IC50 in µM where a hit was titrated | actives 0.13% (n = 350,000) | Vero cells, VEEV TC-83 cytopathic effect inhibition; higher % means a stronger effect; in the data active = a potency from the dose series; inconclusive = inhibition mostly from about 14% at the one dose, without a potency; inactive = the rest, 99 in 100 with inhibition below about 12%; also: strong numbers were not always called active
VEEV TC-83 Vero 10K pilot screen: further read-out of VEEV TC-83 Vero, marked with its call; inhibition, %; measured here: 10K pilot screen inhibition
An asterisk follows results filed as active; i = inactive; ? = inconclusive; . = not tested or not shown.

SMILES	M. tuberculosis HTS	tuberculosis growth	Salmonella PhoP GFP	H1N1 NS1A inhibition	VEEV TC-83 Vero	others
CCN(C(=O)COC(=O)CSc1ccccc1)c1c(N)n(Cc2ccccc2)c(=O)[nH]c1=O	2%	10%	-1%	-6%	2.2%
CC1CCCN(C2=C(NS(=O)(=O)c3ccc(Br)cc3)C(=O)c3ccccc3C2=O)C1 (configuration not stated)	-5%	11%	3%	27%	6.9%
CC(=O)Nc1ccc(NC(C)=O)s1	-7%	-14%	0%	2%	0.7%
COc1cccc(OC)c1NC(=O)Cn1nc(-c2ccc3c(c2)OCCO3)ccc1=O	0%	-12%	1%	9%	1.2%
Cc1cc(Br)ccc1OCc1nc(-c2cccnc2)no1	0%	16%	-3%	-2%	8.9%
CN(C)/C=C/C(=O)c1ccc([N+](=O)[O-])c(CS(=O)(=O)c2ccc(Cl)cc2)c1	9%	-9%	-3%	-12%	i
Cn1cnc(S(=O)(=O)N2CCN(c3ccc(Cl)cc3)CC2)c1	1%	-17%	-11%	-7%	0.8%
CCn1cc(CCC(=O)NCCN2CCOCC2)c2ccccc21	1%	-10%	-1%	-2%	1.8%
O=C(CCl)NN1C(=O)NC(c2ccccc2)(c2ccccc2)C1=O	3%	9%	12%	2%	10%
Cc1cc(C(=O)N/N=C/c2cc(Br)c(Br)o2)n[nH]1	-6%	-17%	15%	12%	1.7%
Cc1cc(C)cc(OC(C)C(=O)Nc2ccc3c(c2)n(C)c(=O)n3C)c1 (configuration not stated)	-4%	7%	0%	8%	i
CCCC1C(=O)N2C(N(C)C)=Nc3ccc(C)cc3N2C1=O (configuration not stated)	-1%	7%	2%	7%	2.2%
Cc1nn(CCOc2ccccc2)c(=O)n1-c1ccc(F)cc1	-11%	-12%	6%	2%	1.5%
CC1CCC/C(=N/Nc2nc3ccccc3s2)C1 (configuration not stated)	?	-9%	-9%	8%	1.1%
CCCCC/C=C/C1=CC(=O)C[C@H](c2ccc(OC)cc2)C1	-6%	14%	.	3%	4.7%
CCCCC(=O)NCCNC(=O)c1cc(OCC(F)(F)F)ccc1OCC(F)(F)F	1%	-9%	-4%	-17%	0.2%
COc1cc2cc(CN(CCN3CCCC3)C(=O)Nc3ccccc3Cl)c(=O)[nH]c2cc1OC	-1%	41%	-13%	9%	8.2%
Cc1ccc2c(c1)c1c3n2CCCNC3CCC1 (configuration not stated)	0%	27%	5%	3%	1.5%
CC(C)(C)CC(C)(C)NCC(O)COc1ccc2c(c1)CCC2 (configuration not stated)	?	62%	8%	5%	i
C=CCn1cc(C=C2C(=O)N(C)C(=O)N(C)C2=O)c2ccccc21	2%	5%	-33%	-21%	i
O=C(O)CN(CC(=O)O)CC(=O)O	.	.	.	18µM*	0.4%
Cc1cccc(C)c1NC(=O)C1CCCN1S(=O)(=O)c1ccccc1 (configuration not stated)	3%	13%	-2%	-1%	i
Cc1ccccc1NC1=C(C(=O)c2ccccc2)N(C)S(=O)(=O)c2ccccc21	11%	0%	6%	3%	6.1%
NC(=O)CC(NC(=O)c1ccccc1)c1ccc(NCc2ccc(F)cc2)c([N+](=O)[O-])c1 (configuration not stated)	-3%	-22%	-9%	14%	0.5%
COc1ccccc1C(=O)COC(=O)c1ccc(Cl)nc1	?	?	.	-11%	2.7%
Carrying on.
SMILES	M. tuberculosis HTS	tuberculosis growth	Salmonella PhoP GFP	H1N1 NS1A inhibition	VEEV TC-83 Vero	others
Clc1ccc(-c2cc3ccccc3nc2N2CCCC2)cc1	69µM*	33%	-13%	-4%	2.7%
CCCCCC(=O)Nc1ccc(S(=O)(=O)Nc2ccc(Cl)nn2)cc1	-1%	20%	-6%	-1%	i
CCCCN(C)C(=O)CCCCn1c(=O)[nH]c2cc(OCC)c(OCC)cc2c1=O	12%	15%	-12%	-8%	7.2%
C=CCn1c(SCC(=O)NC2CCCC2)nnc1-c1ccncc1	-7%	-9%	-16%	-12%	0.8%
O=C(Nc1ccc2oc(-c3ccccc3)nc2c1)C1CCCO1 (configuration not stated)	2%	18%	5%	3%	5.1%
CCOc1ccc(CCNC(=O)COC(=O)COc2ccc(C(=O)CC)cc2)cc1OCC	3%	-15%	6%	-7%	2.1%
CCN(Cc1ccccc1)C(=O)CSc1nc(C)cc(C)c1C#N	4%	.	.	-4%	7.0%
CCn1c(Cc2cccs2)nnc1SCC(=O)c1ccc(C)cc1	2%	47%	-8%	3%	0.5%
CCOC(=O)N1CCN(C(=O)COc2ccc(Cl)cc2C)CC1	-2%	29%	-31%	-23%	2.6%
Cc1ccc(C)c2[nH]c(=O)c(CCNC(=O)c3ccco3)cc12	-3%	-40%	-8%	-140%	3.4%
COc1ccccc1CNC(=S)NCc1ccc(F)cc1	-9%	15%	-20%	-5%	2.3%
COc1cc(C)c(C#N)c(OC)n1	-9%	.	6%	4%	0.8%
C=CCn1c(N)c(C(=O)Nc2cccc(C)c2)c2nc3ccccc3nc21	6%	37%	1%	-4%	2.2%
Cc1ccc(-n2cc(C(=O)O)c(=O)cc2C)c(C)c1	3%	-3%	-1%	7%	0.0%
Cc1nn(CC(=O)Nc2ccc(N3CCOCC3)cc2)c(C)c1Br	2%	-15%	-6%	-4%	1.7%
CCCCCCCCc1c(O)nc(-n2[nH]c(C)c(CCO)c2=O)[nH]c1=O	-10%	3%	10%	2%	0.3%
COc1ccc(CN(C)Cc2nc3cc(OC)c(OC)cc3c(=O)[nH]2)c(OC)c1	1%	7%	7%	-5%	1.3%
Cc1cc(NC(=S)NC(=O)C2CC2)ccc1Br	46%	?	-23%	-1%	2.3%
Cc1ccc(NC(=O)CSc2nnc(CNC(=O)c3ccccc3F)o2)cc1Cl	18%	19%	-11%	7%	1.3%
COc1ccc(-c2nc(CN(C)C(C)c3ccon3)c(C)o2)c(C)c1C (configuration not stated)	9%	26%	8%	0%	4.3%
COc1ccccc1CCC(=O)Oc1ccc(C#N)cc1OC	5%	7%	-8%	3%	0.9%
Cc1ccc(CNC(=O)N2CCN(S(=O)(=O)c3ccccc3)CC2)cc1	7%	-7%	-13%	-10%	1.9%
C=CCNC(=O)CC1C(=O)NCCN1Cc1c(F)cccc1Cl (configuration not stated)	-4%	-8%	-10%	6%	0.1%
CCCCN(CC)Cc1ccc(CNC(=S)Nc2cccc(F)c2)o1	0%	20%	3%	-4%	i
CCOc1ccc(OCCCC(=O)Nc2cc(S(=O)(=O)N3CCOCC3)ccc2N2CCOCC2)cc1	.	.	.	-1%	0.6%

3 compounds already listed, sorted by SMILES length, descending.
SMILES	M. tuberculosis HTS	tuberculosis growth	Salmonella PhoP GFP	H1N1 NS1A inhibition	VEEV TC-83 Vero	others
COc1ccc(CN(C)Cc2nc3cc(OC)c(OC)cc3c(=O)[nH]2)c(OC)c1	1%	7%	7%	-5%	1.3%
COc1ccc(-c2nc(CN(C)C(C)c3ccon3)c(C)o2)c(C)c1C (configuration not stated)	9%	26%	8%	0%	4.3%
CCN(Cc1ccccc1)C(=O)CSc1nc(C)cc(C)c1C#N	4%	.	.	-4%	7.0%

Next section
SMILES	M. tuberculosis HTS	tuberculosis growth	Salmonella PhoP GFP	H1N1 NS1A inhibition	VEEV TC-83 Vero	others
CSC1=C(C#N)C(c2ccncc2)C(C(=O)Nc2ccccc2)=C(C)N1 (configuration not stated)	-3%	10%	1%	2%	0.5%
Cc1nc2ncnn2c(N2CCCC(C(=O)Nc3ccc4c(c3)CCC4)C2)c1C (configuration not stated)	55%	34%	0%	10%	i
O=C(Cn1cnc2c(nnn2Cc2ccccc2F)c1=O)NCC1CCCO1 (configuration not stated)	-3%	-28%	10%	-4%	0.8%
Cc1cccc(NC(=O)c2cc(NC(=O)C3CC=CCC3C(=O)O)ccc2N2CCOCC2)c1 (configuration not stated)	-12%	4%	4%	7%	3.6%	VEEV TC-83 Vero 10K pilot screen=0.8
O=C(OCc1nnc(-c2ccccc2)o1)c1ccc2ccccc2n1	7%	80%	-23%	-16%	0.0%
CC(C)Cn1cnc2c(SCc3ccc(Cl)cc3)nc(N)nc21	.	.	.	-12%	4.6%
CCCCC1(C)NC(=S)N2N1C(=S)NC2(C)CCCC (configuration not stated)	-3%	11%	3%	.	0.6%
Cc1ccc(NC(=O)CN2CCC(C(=O)c3ccc4c(c3)OCCO4)CC2)cc1	15%	31%	-1%	3%	2.6%
O=C(CNS(=O)(=O)c1ccccc1Br)OCC(=O)N1CCc2ccccc21	1%	-3%	3%	0%	3.2%
CCCCOC(=O)Nc1ccc(S(=O)(=O)Nc2ccc([N+](=O)[O-])cc2)cc1	-2%	31%	-8%	-3%	i
CCC(=O)N1CCc2cc(S(=O)(=O)Nc3ccccc3C)ccc21	2%	-5%	-2%	-5%	0.8%
O=C(NCc1ccco1)C(c1cccs1)N(C(=O)C1COc2ccccc2O1)c1cccc(O)c1 (configuration not stated)	1%	31%	-3%	6%	1.8%
Cc1ccc(NS(=O)(=O)c2ccccc2[N+](=O)[O-])cc1C	-4%	14%	-4%	-3%	0.8%
C[C@H](NC(=O)OC(C)(C)C)c1nnc(SCC(N)=O)o1	8%	-6%	10%	-1%	i
COc1cccc(C2SCC(=O)N2c2cccc(C)c2)c1OC (configuration not stated)	-7%	11%	5%	-7%	i
CC1CCN(C(=O)C2c3ccccc3C(=O)N3CCc4ccccc4C23)CC1 (configuration not stated)	2%	4%	4%	6%	1.9%	VEEV TC-83 Vero 10K pilot screen=0.5
Cn1cnnc1SCc1ccc(C#N)cc1Cl	-6%	-7%	0%	5%	0.4%
Cc1ccc(C(C)C)c(OCC(=O)NCC(c2cccs2)N2CCOCC2)c1 (configuration not stated)	14%	-8%	8%	-1%	8.6%
O=C(Nc1ccccc1N1CCCC1)c1ccccc1Cl	68%	66%	-1%	-1%	i
CCCCCn1c(N)c(-c2nc3ccccc3s2)c2c([N+](=O)[O-])nn(CC)c(=O)c21	7%	12%	2%	>50µM*	i
Cn1cccc1C(=O)OCC(=O)Nc1cccc(S(=O)(=O)N2CCOCC2)c1	2%	-1%	-3%	11%	0.8%
O=C(NCCC1=CCCCC1)c1ccc2c(c1)N(Cc1ccccc1)C(=O)CS2	2%	35%	-2%	-3%	i
N#C/C(=C\c1cc(O)c(O)c(O)c1)C(N)=O	10%	-13%	5%	4%	i
Cc1cc(NC(=O)c2c(C)noc2C)no1	-4%	-12%	1%	-4%	i
CCOc1cc(/C=C2\SC(=S)N(NS(=O)(=O)c3ccccc3)C2=O)ccc1O	2%	-9%	-12%	-9%	0.2%
Continued.
SMILES	M. tuberculosis HTS	tuberculosis growth	Salmonella PhoP GFP	H1N1 NS1A inhibition	VEEV TC-83 Vero	others
CN(C)CCCN(C(=O)c1ccc(C(=O)c2ccccc2)cc1)c1nc2cc3c(cc2s1)OCO3	5%	76%	-16%	19%	?
Cc1ccc(-c2noc(CCCC(=O)NC3CCCCC3)n2)cc1	-2%	65%	-12%	8%	0.7%
COc1ccc(OC)c(NC(=O)CN(Cc2ccccc2)S(C)(=O)=O)c1	-2%	8%	11%	-6%	0.6%
Cc1cccc(C(=O)NCC(=O)N2CCCC2)c1	2%	-5%	-3%	-6%	0.4%
CCOC(=O)c1ccc(N2C(=O)c3n[nH]c(C)c3C2c2ccccn2)cc1 (configuration not stated)	-12%	.	-4%	29%	8.5%
Cc1ccc(-n2c(NN)nc3ccccc3c2=O)c(C)c1	-2%	3%	7%	9%	1.4%
Cc1[nH]nc(SCC(=O)NC(C)c2ccccc2)c1[N+](=O)[O-] (configuration not stated)	-1%	-18%	-1%	17%	0.3%
Cc1ccc(C(c2nnnn2CCc2ccccc2)N2CCC(C)CC2)cc1 (configuration not stated)	0%	10%	4%	8%	i
COc1ccc(C(C)=O)cc1COC(=O)Cc1n[nH]c(=O)c2ccccc12	-5%	16%	-7%	-9%	2.1%
CC(=O)c1cc(-c2ccccc2)n(CC(=O)N2CCCC2)c1C	-6%	2%	-7%	0%	i
CC(=O)c1c(C)oc2ccc(N(C(C)=O)S(=O)(=O)c3ccc(Cl)c([N+](=O)[O-])c3)cc12	14%	19%	-1%	-6%	12%

Compounds shown so far that have a furan ring, fused or not (5):
SMILES	M. tuberculosis HTS	tuberculosis growth	Salmonella PhoP GFP	H1N1 NS1A inhibition	VEEV TC-83 Vero	others
Cc1cc(C(=O)N/N=C/c2cc(Br)c(Br)o2)n[nH]1	-6%	-17%	15%	12%	1.7%
Cc1ccc(C)c2[nH]c(=O)c(CCNC(=O)c3ccco3)cc12	-3%	-40%	-8%	-140%	3.4%
CCCCN(CC)Cc1ccc(CNC(=S)Nc2cccc(F)c2)o1	0%	20%	3%	-4%	i
O=C(NCc1ccco1)C(c1cccs1)N(C(=O)C1COc2ccccc2O1)c1cccc(O)c1 (configuration not stated)	1%	31%	-3%	6%	1.8%
CC(=O)c1c(C)oc2ccc(N(C(C)=O)S(=O)(=O)c3ccc(Cl)c([N+](=O)[O-])c3)cc12	14%	19%	-1%	-6%	12%
